# S1P4 antag = antagonists of human S1P4 receptor. S1P4-expressing cells, antagonist mode, reporter read-out. inhibition, % at 4.98 µM. 220,000 compounds, 0.26% hits. AID 1510; in the data active = inhibition above about 29%;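 note: 0% = wells stimulated with agonist and 100% = vehicle wells without agonist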
# EP2 mod = EP2 receptor (human) modulation; induction, % at 25 µM; 260,000 compounds, 0.83% hits; P43116; EP2-expressing cells, cAMP HTRF FRET, PGE2 co-stimulation;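 active = compounds whose cAMP rise, as percent of the full-agonist control response, exceeds 60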;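 note: rat C6 glioma line stably carrying human EP2 under a CMV promoter; the protocol text gives 20 µM as final concentration; 100% = response of wells given 1 µM PGE2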
# Target sequence (P43116 whole entry, looked up): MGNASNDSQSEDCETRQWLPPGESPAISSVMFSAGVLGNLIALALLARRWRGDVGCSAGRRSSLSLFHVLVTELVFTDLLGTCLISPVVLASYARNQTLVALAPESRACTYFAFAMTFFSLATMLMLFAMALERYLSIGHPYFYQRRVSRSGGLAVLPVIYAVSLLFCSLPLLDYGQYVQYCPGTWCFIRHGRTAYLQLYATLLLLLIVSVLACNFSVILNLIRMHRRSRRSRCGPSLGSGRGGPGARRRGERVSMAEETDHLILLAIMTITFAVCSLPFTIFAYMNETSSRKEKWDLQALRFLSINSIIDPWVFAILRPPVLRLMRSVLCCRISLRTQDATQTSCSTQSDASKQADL
# PGE2 EP2 inh = EP2 receptor (human) inhibition. P43116. C6 glioma cells expressing human EP2, cAMP TR-FRET; cells stimulated with saturating PGE2. inhibition, % at 25 µM. 260,000 compounds, 0.52% hits;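 active = percent inhibition above 40 after rounding to a whole number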;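 note: rat C6 glioma host cells with rolipram phosphodiesterase inhibitor present; the protocol text gives 20 µM as final concentration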
# NPY-Y1 PAM-ag = potentiators or agonists of human neuropeptide Y receptor Y1 | NPY-Y1 expressing cells, potentiator/agonist activation | 220,000 compounds, 0.37% hits | AID 1304 | activation, % at 3.6 µM | P25929; in the data active = activation above about 33%, passing the limit was not always enough;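 note: cells stimulated with NPY at EC10 then isoproterenol at EC100; 0% = low agonist plus stimulus and 100% = saturating agonist plus stimulus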
# Target sequence (P25929 whole entry, looked up): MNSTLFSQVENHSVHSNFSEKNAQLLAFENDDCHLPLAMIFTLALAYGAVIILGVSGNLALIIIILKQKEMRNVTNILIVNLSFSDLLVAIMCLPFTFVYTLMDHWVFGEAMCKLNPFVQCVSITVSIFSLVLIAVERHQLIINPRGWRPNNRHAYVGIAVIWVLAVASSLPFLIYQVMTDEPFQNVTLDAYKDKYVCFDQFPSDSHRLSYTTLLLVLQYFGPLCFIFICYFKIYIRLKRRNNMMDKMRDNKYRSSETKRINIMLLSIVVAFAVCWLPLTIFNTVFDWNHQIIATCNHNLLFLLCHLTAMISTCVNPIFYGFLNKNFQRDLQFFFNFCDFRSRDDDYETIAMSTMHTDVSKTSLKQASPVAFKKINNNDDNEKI
# NPY-Y2 PAM-ag = potentiates or activates human NPY-Y2 receptor; P49146; cells expressing NPY-Y2, potentiator/agonist read-out; activation, % at 3.6 µM; 220,000 compounds, 0.45% hits; AID 1359; in the data active = activation above about 27%;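 note: cells stimulated with NPY near EC25 plus isoproterenol at EC100; 0% = vehicle plus submaximal agonist and 100% = vehicle plus saturating agonist; some results beyond the cut were filed as inactive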
# S1P4 agonist = human S1P4 receptor agonism. activation, % at 4.98 µM. AID 1509. 220,000 compounds, 0.35% hits. S1P4-expressing cell line, agonist reporter assay. O95977; in the data active = activation above about 11%;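 note: 0% = DMSO vehicle and 100% = reference agonist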
# NPY Y1 blocker = NPY-Y1 (human) receptor antagonism | P25929 | HEK293-CNG Y1 cells, membrane potential fluorescence; NPY at EC95, then isoproterenol | inhibition, % at 3.6 µM | 200,000 compounds, 1% hits;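 active = inhibition above the campaign mean inhibition of all tested compounds plus 3 SD, cut at about 20% in these data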;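 note: 0% = DMSO wells given NPY plus isoproterenol and 100% = isoproterenol alone without NPY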
#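 Material: HEK293 cells co-expressing NPY Y1 receptor and cyclic-nucleotide gated channel. Timing: compound incubation 1 h at room temperature, readout 45 min post-stimulation. Signal: fluorescence, membrane potential probe.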
# eIF4E 4G PPI = eIF4E/eIF4G interaction inhibition in translation initiation. P63073+Q04637. inhibition, % at 21.7 µM. 220,000 compounds, 0.37% hits. TR-FRET eIF4E-eIF4GI(517-606) binding, 2 h;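 active = inhibition above about 30%, limit read from the data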;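 note: 0% = full FRET control wells and 100% = background wells lacking eIF4GI fragment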
# p97 inhibitor = inhibitors of human p97 ATPase. AID 1481. inhibition, % at 8 µM. recombinant p97 ATPase, Kinase-Glo ATP luminescence, 3 h. 220,000 compounds, 0.42% hits; in the data active = inhibition above about 15%;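 note: 0% = DMSO vehicle and 100% = wells lacking enzyme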
# Active calls of the source: *; . = not tested or not shown; & = joins results of further samples; [ ] = remark or other dose. Some of the compounds tested; the hit share may differ from the screen's.
SMILES,S1P4 antag,EP2 mod,PGE2 EP2 inh,NPY-Y1 PAM-ag,NPY-Y2 PAM-ag,S1P4 agonist,NPY Y1 blocker,eIF4E 4G PPI,p97 inhibitor
COCC[N+]1(C)CCCCC1,-1,-11&-16,6&1,3,-2,-0.1,0,20,1
Cc1c(Cc2ccccc2)c(NCCCO)n2c(nc3ccccc32)c1C#N,6,4,7,-10,2,2.1,.,-2,-5
COc1ccc(N2CCN(Cc3cc(=O)oc4ccc(Cl)cc34)CC2)cc1,-30,-4,11,-28,-8,0.5,-2,-4,0
COc1ccc(NC(=O)CCCn2c(=O)oc3ccccc32)cc1Cl,-10,-54,7,-23,-11,-0.8,5,-4,5
CC(=O)NC(=S)NNC(=O)COc1ccc(Br)cc1,7,-4,6,-6,-1,-0.1,10,-2,1
Cc1cc2[nH]c(=S)[nH]c2cc1C,-9,-13,7,-6,19,1.8,-6,0,5
O=C(O)CCC(=O)NNC(=O)c1cccc(Cl)c1,-7,23,4,-10,1,1.2,3,13,7
Cc1cc(NC(=O)CSc2nc3ccccc3c(=O)n2Cc2ccccc2)no1,2,7,4,-27,-13,-1.5,0,-1,10
C=C1SC(=Nc2ccccc2Cl)N(C(=O)c2sc3ccccc3c2Cl)C12CCCCC2,0,6,8,-41,-46,0.5,.,-3,-5
CCOC(=O)c1c(C)[nH]c(=S)c(C#N)c1-c1ccc(Cl)cc1,-4,9,11,-19,2,-0.3,8,-5,5
CC(C)C(=O)N(c1ccc(F)cc1)C1C=CS(=O)(=O)C1 (stereo not given),-9,17,.,18,3,1.4,4,-2,2
Cc1cc(F)ccc1S(=O)(=O)N1CCCOC1CNC(=O)C(=O)NCc1ccco1 (stereo not given),-8,20,8,3,11,-0.5,2,-3,3
CCOc1ccc(C(C)C)cc1S(=O)(=O)N1CCOCC1,-9,21,8,-3,8,0.3,-1,3,2
COc1ccccc1CNC(=O)Cc1cc(=O)[nH]c(=O)[nH]1,1,-9,10,-1,0,0.4,3,3[fluorescence artefact?],4
COc1ccc(CC(=O)n2nc(-c3cccnc3)nc2N)cc1,3,54,6,-7,-6,0.0,0,-3[fluorescence artefact?],1
CCc1ccc(C(=O)COC(=O)CNC(=O)c2cccs2)cc1,-18,15&31,12&12,8,7,1.0,-8,7,-1
CCn1c(NC(=O)Nc2ccccc2OC)nc2ccccc21,-23,24,11,-2,-1,-1.6,5,4,-4
O=C1CC(c2ccco2)Cc2nc(N3CCN(Cc4ccc5c(c4)OCO5)CC3)ncc21 (stereo not given),-15,-1,9,-31,-27,-2.0,18,-9,2
O=C(c1cc(-c2ccncc2)nc2ccccc12)N1CCN(c2ccccn2)CC1,0,20,7,8,5,-1.9,0,0,-1
O=C(NCCN1CCN(C(=O)c2cccs2)CC1)C(=O)Nc1ccc(Br)cc1,0,-22,11,4,-1,-0.3,-4,.,2
COC(=O)c1ccccc1NC(=O)Cn1cc2c(n1)CCC(C)C2 (stereo not given),-7,-27,5,-9,-11,-0.4,6,-1,-6
CN(C)S(=O)(=O)c1ccc(C(=O)Nc2nc(-c3ccccc3)c(C(=O)c3ccccc3)s2)cc1,-14,-12,19,12,1,-0.6,-4,10,1
Cc1c([N+](=O)[O-])cc(C(=O)Oc2cccc(C(=S)N3CCOCC3)c2)cc1[N+](=O)[O-],-7,20,6,1,-8,1.5,1,-1,2
O=C(O)c1cc2sccc2s1,-4,14,18,7,-13,3.0,3,12,8
CCOc1ccc(OCC(=O)NCCc2nc3ccccc3[nH]2)cc1,1,11,14,3,8,-1.0,1,-1,6
Cn1c(=O)c(C(=O)COC(=O)c2cc(-c3ccco3)nc3ccccc23)c(N)n(Cc2ccccc2)c1=O,-10,7,.,-7,-12,1.8,10,14,4
CC(C)CNC(=O)COc1ncnc2ccccc12,6,3,18,-5,2,-1.3,1,-9,0
O=C(N1CCCC1)C12CC3CC(C1)CC(C(=O)N1CCCC1)(C3)C2,1,16,5,12,4,4.7,-1,-2,4
O=C(Nc1ccccc1)N1CCCC2CCCCC21 (stereo not given),-22,-33,14,8,-3,0.8,-1,2,1
CC1(C)CC(CC(=O)Nc2ccccn2)C(=O)O1 (stereo not given),-14,10,7,-9,-12,-1.9,-2,0,0
O=c1[nH]c(SCc2ccc(Cl)cc2)nc2ccccc12,-13,17,2,-20,-10,-0.2,2,0,0
Nc1nc(-c2ccc3ccccc3c2)cs1,-2,-47,6,17,6,0.5,-6,-4,1
COC(=O)CN(c1ccccc1[N+](=O)[O-])S(=O)(=O)c1ccccc1,12,-1,10,5,-7,-1.1,-2,1,5
CC(=O)c1ccc(NC(=O)CCC(=O)OCC(F)(F)C(F)F)cc1,-20,7,5,-11,3,1.9,-1,1,1
CC(=O)NNS(=O)(=O)c1ccccc1[N+](=O)[O-],3,27,4,-3,3,-0.3,-1,-2[fluorescence artefact?],6
COc1ccc2c(c1)CC/C2=N\OC(=O)c1ccccc1C,-10,39,9,-10,-14,0.7,17,0,-3
O=C(COC(=O)c1cc(Cl)ccc1Cl)NCCN1C(=O)CSC1=O,-7,5,4,3,-2,1.0,2,15,3
C=CCNC(=S)/N=c1/scc(C)n1C,13,20,5,10,-7,-0.8,-4,1,6
Cc1ccc(C(NC(=O)c2ccccc2)C(Cl)Cl)cc1 (stereo not given),-11,-67,6,2,-6,-0.5,1,-14,-6
Cc1nc2cc(-c3cccs3)[nH]n2c(=O)c1C,-9,8,12,-16,13,-0.1,-4,5,4
COc1cc(OC)cc(C(=O)Nc2ccc(S(=O)(=O)Nc3cc(C)on3)cc2)c1,-11,-13,4,-10,-6,-0.8,0,-2,4
COc1ccc(/C=C/C(=O)NC(=S)NNC(=O)c2c(-c3ccccc3)noc2C)cc1,-10,3,8,6,4,2.0,2,1,8
Cc1ncccc1C(=O)N1CCCC(C(=O)c2ccc3c4c(cccc24)CC3)C1 (stereo not given),2,-38,7,-9,72*,-1.9,0,5,-3
COC(=O)c1ccc(N2CCC(c3cc(-c4ccc(OC)cc4)n[nH]3)CC2)c([N+](=O)[O-])c1,7,-36,10,24,24,-1.1,-4,2,-4
N/C(=N/OC(=O)c1ccccc1Cl)c1ncc([N+](=O)[O-])s1,34*,-30,5,-6,-9,1.1,.,2,14

# Not a retest: an excerpt of the list.
SMILES,S1P4 antag,EP2 mod,PGE2 EP2 inh,NPY-Y1 PAM-ag,NPY-Y2 PAM-ag,S1P4 agonist,NPY Y1 blocker,eIF4E 4G PPI,p97 inhibitor
Nc1nc(-c2ccc3ccccc3c2)cs1,-2,-47,6,17,6,0.5,-6,-4,1
COC(=O)CN(c1ccccc1[N+](=O)[O-])S(=O)(=O)c1ccccc1,12,-1,10,5,-7,-1.1,-2,1,5
CC(=O)c1ccc(NC(=O)CCC(=O)OCC(F)(F)C(F)F)cc1,-20,7,5,-11,3,1.9,-1,1,1
CC(=O)NNS(=O)(=O)c1ccccc1[N+](=O)[O-],3,27,4,-3,3,-0.3,-1,-2[fluorescence artefact?],6

# More entries
SMILES,S1P4 antag,EP2 mod,PGE2 EP2 inh,NPY-Y1 PAM-ag,NPY-Y2 PAM-ag,S1P4 agonist,NPY Y1 blocker,eIF4E 4G PPI,p97 inhibitor
O=C(Nc1ncn[nH]1)c1ccc(S(=O)(=O)N2CCOCC2)cc1,-1,1,8,18,-1,-2.3,-3,-7,1
C=CCNc1scc(-c2ccccc2)[n+]1CC=C,-12,18,4,-11,10,-0.4,4,0,4
Cc1ccc(C(=O)Nc2ccc(S(=O)(=O)N3CCN(C)CC3)cc2)o1,8,-6,8,1,0,-1.3,-1,1,2
O=C(NC1CCCc2ccccc21)C1CCN(S(=O)(=O)c2cccc(C(F)(F)F)c2)CC1 (stereo not given),-11,-15,8,1,-2,0.9,1,-2[fluorescence artefact?],3
COc1cc(C2CC(=O)n3c(nc4ccccc43)S2)cc(OC)c1OC (stereo not given),-18,7,6,-27,-8,-0.2,-6,-3,-2
CC1CCN(c2ccc(N3C(=O)C4CCCCC4C3=O)cc2[N+](=O)[O-])CC1 (stereo not given),-2,-23,5,-15,-13,0.6,-1,10,-1
Cc1ccc(C)c(NC(=O)COC(=O)CC2c3ccccc3CCN2S(=O)(=O)c2ccc(F)cc2)c1 (stereo not given),-7,47,9,-7,-14,3.9,4,-3[fluorescence artefact?],-1
Clc1cccc(-c2cc3nc4c(c(N5CCN(c6cnccn6)CC5)n3n2)CCCC4)c1,-20,15,14,-9,-8,-0.2,3,-2,-3
CCCC(NC(=O)c1ccco1)c1nc2ccccc2[nH]1 (stereo not given),3,2,5,-29,-5,3.0,-1,8,4
O=C(NC1CCCc2ccccc21)C1CCN(c2c3c(nc4ncnn24)CCC3)CC1 (stereo not given),-29,0,5,11,7,0.2,-6,-3,11
COc1ccc(/C=C/c2nnc(NC(=O)COc3cccc(C)c3)s2)cc1,-10,14,1,25,-6,-0.8,-4,-1,2
CCn1c(=O)c2c(O)cc(=O)oc2c2ccccc21,-10,-7,22,27,-11,-0.6,2,-10,2
COc1ccc(-n2c(C)c(C(C)=O)c(C(C)=O)c2C)cc1,-6,12,10,-3,-2,-2.5,1,-13,-1
S=c1[nH]cnc2scc(-c3ccc(Br)cc3)c12,-8,30,12,1,-5,2.1,2,-3,4
CCOc1ccccc1NC(=O)c1oc2ccccc2c1NC(=O)C1CCCO1 (stereo not given),2,26,3,-10,-15,1.2,1,2,6
COc1ccc(-n2c(C)ccc2C)c([N+](=O)[O-])c1,19,24,8,6,-13,-0.4,-10,0,-8
O=C(c1ccc(Oc2ccc([N+](=O)[O-])cc2Cl)cc1)N1CCCC1,-9,-32,4,5,2,-0.4,4,5,0
CCn1nnnc1SCC(=O)NNC(=O)C1CCCCC1,-30,13,3,2,2,-0.3,0,-11,-2
Cc1cc(C)c2c(c1)cc(C)c1nnc(SCC(=O)Nc3ccc(S(=O)(=O)N4CCCCC4)cc3)n12,-3,21,8,19,20,-0.2,-2,-1,7
CNc1cc(N2CCCC2)ccc1[N+](=O)[O-],-8,-5,2,-6,-6,0.8,1,0,-3
CCN(CC)S(=O)(=O)c1cccc(NC(=O)COC(=O)c2cc(=O)c3ccccc3o2)c1,-23,-15,3,1,2,-1.7,-1,5,3
O=C1c2ccccc2C(O)(c2ncc[nH]2)N1C1CCCCC1 (stereo not given),6,37,9,-11,-11,2.1,-2,-6,-1
Cn1cccc1Cc1nnc(SCC(=O)Nc2ccccc2F)n1CCc1ccccc1,-11,-6,9,-18,5,4.9,3,3,2
O=C(Nc1ccc(N2CCOCC2)cc1)C1CCN(S(=O)(=O)c2ccc3c(c2)OCCO3)CC1,11,-53,4,18,6,2.9,3,-6,6
CCN(CC)S(=O)(=O)c1ccc(/C=C/C(=O)OCC(=O)N(C(C)C)C(C)C)cc1,-1,7,4,-2,47*,0.1,-1,1,2
CN(/N=C/c1ccc([N+](=O)[O-])o1)c1ccccc1,-16,-46,4,17,18,-0.8,-4,-3,-2
COc1cc2ncnc(NCc3ccc(C)o3)c2cc1OC,4,-22,4,5,7,2.1,-1,-1,2
O=C(CNC(=O)c1ccc(S(=O)(=O)N2CCCC2)cc1)N/N=C/c1ccccc1,1,-4,2,15,2,1.6,1,-2,4
C#CCOCCOCCOCCNc1nc(N2CCN(C(=O)[C@H](CCCCN)n3cc([C@@H](N)C(C)CC)nn3)CC2)nc(N2CCN(C(=O)[C@H](CCCCN)n3cc([C@@H](N)CO)nn3)CC2)n1 (stereo not given in full),-7,3,.,14,-1,-2.4,-7,4,4

# Compound activity from PubChem BioAssay.
